Screens: PubChem, several laboratories
Fh CTSL1 inh: Fasciola hepatica cathepsin L1 inhibitors, primary screen, counter-screen for PFM18AAP inhibitor project, biochemical, QFRET, fluorogenic peptide substrate; recombinant F. hepatica cathepsin L1, Z-Leu-Arg-MCA fluorescence; inhibition, % at 5.96 µM; hit rate 0.49% among 300,000;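 active = inhibition above the mean of all tested compounds plus 3 SD, set per screening campaign, cut at about 17% in these data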;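 note: 0% = plate median of test compound wells and 100% = 1 µM Z-Phe-Ala-diazomethylketone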
PP5 primary: PP5 phosphatase inhibitors, primary screen, biochemical, fluorescence. hit rate 0.18% among 320,000. inhibition, % at 6.7 µM. purified PP5c, OMFP substrate fluorescence. Serine/threonine-protein phosphatase 5 (Homo sapiens), P53041;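 active = inhibition above the campaign's mean inhibition across all tested compounds plus 3 SD, cut at about 9.5% in these data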;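 note: 0% = DMSO only and 100% = 100 µM cantharidin control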
Target sequence (P53041 whole entry, looked up): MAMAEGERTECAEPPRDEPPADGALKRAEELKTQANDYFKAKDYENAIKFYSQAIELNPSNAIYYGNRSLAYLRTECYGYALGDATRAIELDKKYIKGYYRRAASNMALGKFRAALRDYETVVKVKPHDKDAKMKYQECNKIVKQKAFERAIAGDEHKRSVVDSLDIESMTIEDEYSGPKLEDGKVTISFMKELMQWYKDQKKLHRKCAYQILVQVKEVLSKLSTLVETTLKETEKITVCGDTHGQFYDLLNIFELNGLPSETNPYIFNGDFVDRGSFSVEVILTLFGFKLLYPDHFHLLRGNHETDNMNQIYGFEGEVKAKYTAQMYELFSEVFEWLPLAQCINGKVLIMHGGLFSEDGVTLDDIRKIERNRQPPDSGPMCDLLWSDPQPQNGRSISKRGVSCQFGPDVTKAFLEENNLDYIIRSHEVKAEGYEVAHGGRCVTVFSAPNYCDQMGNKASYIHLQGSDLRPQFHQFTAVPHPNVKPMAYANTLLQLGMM
PP1 inh: PP1-alpha phosphatase inhibitors, primary screen, counter-screen for PP5 inhibitor project, biochemical, fluorescence, OMFP substrate, single point; Serine/threonine-protein phosphatase PP1-alpha catalytic subunit (Homo sapiens), P62136; purified PP1alpha; hit rate 0.9% among 320,000; inhibition, % at 6.7 µM;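 active = inhibition above the mean inhibition of all tested compounds plus 3 SD, computed separately for each screening campaign, cut at about 15% in these data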
Target sequence (P62136 whole entry, looked up): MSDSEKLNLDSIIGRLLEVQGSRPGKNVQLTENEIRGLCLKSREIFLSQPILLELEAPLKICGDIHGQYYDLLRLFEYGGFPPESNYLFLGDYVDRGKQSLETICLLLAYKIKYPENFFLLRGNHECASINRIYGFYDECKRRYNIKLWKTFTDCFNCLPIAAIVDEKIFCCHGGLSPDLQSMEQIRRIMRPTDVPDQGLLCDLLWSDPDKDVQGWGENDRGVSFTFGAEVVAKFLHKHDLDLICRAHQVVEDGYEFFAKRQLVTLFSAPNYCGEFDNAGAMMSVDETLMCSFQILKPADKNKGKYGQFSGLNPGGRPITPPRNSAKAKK
HCV core dimer: inhibitors of HCV core protein dimerization, primary screen, biochemical, TR-FRET, high-throughput | AID 1899, 2009 | TR-FRET GST/Flag-core106 dimerization, 1536-well | inhibition, % at 5 µM | hit rate 0.33% among 300,000;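 active = inhibition above the mean of all tested compounds plus 3 SD, set per screening campaign, cut at about 45% in these data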
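test system = GST/Flag-tagged HCV core106 proteins | probe or stimulus = Eu donor and XL665 acceptor anti-tag antibodies | times = compound-protein-antibody incubation 4 h at 22.5 °C | signal = TR-FRET, excitation 340 nm, emission 617 and 671 nm | measure = percent inhibition of core106 dimerization signal | controls = wells lacking GST-core106 and wells with excess unlabelled core106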
PREPL inh: PREPL enzyme inhibitors, primary screen, biochemical, fluorescence polarization; Prolyl endopeptidase-like (Homo sapiens), Q4J6C6; recombinant PREPL, fluorescence polarization activity-based probe; inhibition, % at 5.96 µM; hit rate 0.68% among 320,000; AID 2751, 2010; in the data active = inhibition above about 43%;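 note: 0% = enzyme with DMSO and 100% = wells lacking enzyme; many of its hits are not listed in these tables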
Efflux pump inh: inhibitors of Candida efflux pumps in yeast, primary screen, S. cerevisiae, Nile Red, multiplex. inhibition, % at 10 µM. S. cerevisiae Candida pump triplex. hit rate 0.44% among 330,000;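 active = plate passing quality check with inhibition over a set limit, or well fluorescence over plate mean plus 4 SD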;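 note: Nile Red retained in pooled yeast measured as flow cytometry median fluorescence; 0% = buffer negative control and 100% = Enniatin B positive control; higher means more Nile Red kept so more efflux inhibition; some compounds called inactive have numbers as strong as hits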
EBNA-1 inh: EBNA-1 DNA-binding inhibitors, primary screen, biochemical, fluorescence polarization; inhibition, % at 14.8 µM; hit rate 0.34% among 300,000; in the data active = inhibition above about 28%
TPT1 inhibitor: Candida albicans TPT1 enzyme inhibitors, primary screen, biochemical, fluorescence polarization; recombinant caTPT1, FP RNA substrate dephosphorylation; tRNA 2'-phosphotransferase TPT1 (Candida albicans SC5314); inhibition, % at 5 µM; AID 1962, 2009; hit rate 0.81% among 300,000;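 active = inhibition above the mean of all tested compounds plus 3 SD, set per screening campaign, cut at about 24% in these data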;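 note: plate controls were DMSO alone for no effect and ferristatin control at 100 nM for full effect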
ZTA DNA inh: blocks Epstein-Barr virus ZTA, an EBNA-1 counter-screen | P03206 | ZTA-DNA binding, fluorescence polarization | inhibition, % at 11 µM | hit rate 0.15% among 320,000; in the data active = inhibition above about 33%
Target sequence (P03206 whole entry, looked up): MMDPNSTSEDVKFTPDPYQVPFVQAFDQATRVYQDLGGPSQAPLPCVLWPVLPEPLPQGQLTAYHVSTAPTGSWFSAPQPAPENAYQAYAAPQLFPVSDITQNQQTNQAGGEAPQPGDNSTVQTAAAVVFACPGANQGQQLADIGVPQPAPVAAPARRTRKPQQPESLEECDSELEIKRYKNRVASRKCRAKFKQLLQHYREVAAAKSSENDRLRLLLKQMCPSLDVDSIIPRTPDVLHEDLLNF
The depositor's hits bear a star; x = not tested or not shown.

#	Compound	PP1 inh	Fh CTSL1 inh	PREPL inh	HCV core dimer	EBNA-1 inh	ZTA DNA inh	PP5 primary	TPT1 inhibitor	Efflux pump inh
1	Cc1ccc(S(=O)(=O)Nc2cc(Cl)ccc2-n2cncn2)cc1	0.4	x	11.3	x	x	-4.5	-0.2	x	-0.3
2	COc1ccc(C2/C(=C(/O)c3ccc4c(c3)CC(C)O4)C(=O)C(=O)N2CCCN2CCOCC2)cc1OC (stereo not given)	-0.3	-1.6	0.3	2.5	10.7	1.9	3.7	0.3	-0.1
3	COc1ccccc1N(CC(O)CN1CCC(C)CC1)S(=O)(=O)c1ccccc1 (stereo not given)	-0.7	-1.6	-16.5	-7.7	-12.3	-17.4	2.7	-3.5	0.3
4	O=C(Nc1ccccc1C(=O)Nc1ccc(Cl)cc1)c1cccnc1	-0.1	-3.2	-25.6	-3.7	4.8	-6.3	1.2	-2.0	0.0
5	CCN1CCN(C(=O)c2cc3c(=O)oc4ccc(C)cc4c3s2)CC1	-2.0	-0.6	6.7	1.8	-13.2	-6.0	0.7	1.1	-0.2
6	CCC(=O)NCCc1nc2ccccc2n1Cc1ccc(C)cc1	-2.9	1.5	4.6	0.8	-2.1	-6.0	-1.7	-0.3	-0.1
7	O=C(Nc1ccc(F)cc1F)C1CCN(S(=O)(=O)c2cccnc2)CC1	-4.7	-0.1	-2.8	-4.4	-1.2	2.3	-0.9	1.4	-0.1
8	CCCN(CCC)Cc1c(C(=O)N/N=C/c2ccc(Br)cc2)nnn1-c1nonc1N	4.7	6.5	5.3	-0.7	12.1	10.5	3.7	-1.5	-0.1
9	COc1ccc(OCC(=O)NC(=S)Nc2ccc(S(=O)(=O)Nc3cc(OC)nc(OC)n3)cc2)cc1	-2.3	-3.3	0.5	11.9	11.1	19.5	0.2	-5.8	-0.3
10	C[C@@H](O)[C@H]1O[C@]2(C)CCC[C@H]1O2	-7.0	x	16.6	x	x	2.8	-0.2	x	0.5
11	NC(=O)C1CCN(C(=O)NC(=O)c2ccccc2)CC1	1.9	-1.9	-5.0	4.5	-0.8	-1.3	1.2	1.1	-0.1
12	CNc1cc(CS(=O)c2ccccc2)nc(-c2ccccc2)n1 (stereo not given)	-2.6	-2.9	-17.8	-9.1	3.7	3.1	0.3	-3.2	-0.1
13	CCCCOc1ccc(-c2c(C#N)c(N)nc(SCC(N)=O)c2C#N)cc1	7.8	-0.9	-22.3	-11.4	1.5	1.1	3.8	3.0	0.1
14	C=CCc1cccc(/C=N/c2nc3ccccc3n2CC)c1O	-1.7	0.4	5.2	2.4	4.3	15.3	1.1	-3.4	0.0
15	COc1ccc(CNC(=O)CCSCc2cccc(Cl)c2)cc1	-1.7	-2.0	-10.0	1.3	2.9	1.6	2.0	1.0	-0.1
16	CCCCNC(=O)c1cc2c(=O)n3cccc(C)c3nc2n(Cc2ccncc2)c1=N	4.3	-1.6	14.0	1.7	18.9	-0.8	3.5	-2.2	-0.2
17	Cc1cccc(NS(=O)(=O)c2csc(C(N)=O)c2)c1	-2.7	4.2	6.5	-2.0	-6.7	4.4	-0.2	1.3	0.1
18	S=c1[nH]nc(-c2cccs2)n1Cc1ccccc1	0.5	1.1	-3.3	0.1	12.9	11.2	-0.7	0.1	0.0
19	CC1=CC(C)(C)NC(=S)N1c1ccc2ccccc2c1	-3.9	1.8	13.4	11.1	-3.0	11.2	2.9	-0.7	0.0
20	NC1=NC(=Nc2ccc(S(N)(=O)=O)cc2)c2ccccc21	-4.5	-3.1	-15.1	-2.6	9.8	0.6	0.1	-2.5	0.0

An excerpt from above in order of their number in HCV core dimer, smallest number first.
| # | SMILES | HCV core dimer |
| --- | --- | --- |
| 13 | CCCCOc1ccc(-c2c(C#N)c(N)nc(SCC(N)=O)c2C#N)cc1 | -11.4 |
| 20 | NC1=NC(=Nc2ccc(S(N)(=O)=O)cc2)c2ccccc21 | -2.6 |
| 16 | CCCCNC(=O)c1cc2c(=O)n3cccc(C)c3nc2n(Cc2ccncc2)c1=N | 1.7 |

(continued)
#	Compound	PP1 inh	Fh CTSL1 inh	PREPL inh	HCV core dimer	EBNA-1 inh	ZTA DNA inh	PP5 primary	TPT1 inhibitor	Efflux pump inh
21	COCc1nnc(NC(=O)CCc2ccccc2)s1	1.1	0.7	-4.3	-4.5	2.8	0.8	2.6	0.8	0.0
22	O=c1oc2ccccc2c(N2CCCCC2)c1CN1CCCCC1	1.3	3.3	6.4	-0.5	-0.6	21.0	-0.8	-1.9	-0.3
23	CC(C)c1onc(C(=O)NCc2ccccc2)c1[N+](=O)[O-]	-3.6	17.6*	5.1	-1.5	8.6	-6.9	-2.2	0.1	-0.6
24	Cc1ccc(CC2CC(=O)N(c3nc4ccccc4n3C)C2=O)cc1 (stereo not given)	-2.9	-1.6	-2.6	2.0	-5.8	-0.1	1.2	-5.6	0.0
25	CCNc1nc(NCC)nc(N/N=C/c2cc(OC)c(OC)c(OC)c2)n1	-3.1	-0.8	9.5	-4.5	-0.7	2.1	0.3	-1.9	-0.1
26	CSc1ccc(CN2CCc3c([nH]c4ccccc34)C2)cc1	6.9	-1.4	2.5	-6.4	1.6	-14.9	1.8	4.1	0.0
27	COc1ccc(C2CC(c3ccc(Br)cc3)=NN2C(=O)CSC2=NCCS2)cc1 (stereo not given)	19.7*	5.8	2.1	2.0	4.7	-0.3	2.1	0.4	-0.1
28	CC1(C)N=C(SCC(=O)Nc2ccccc2)C(c2ccc(Cl)cc2)=N1	-0.4	1.6	1.5	-12.0	7.1	8.8	1.1	-1.2	0.1
29	CCOc1ccc(-c2cccc(NC(=O)COc3ccc(Cl)cc3)c2)nn1	2.0	-0.4	-10.3	0.6	2.2	-1.8	3.5	-3.0	0.1
30	CC(=O)Nc1ccc(S(=O)(=O)N(Cc2ccco2)Cc2cc3ccccc3[nH]c2=O)cc1	-1.5	-4.5	-0.3	-0.4	-7.9	-10.3	-2.8	-2.9	0.3
31	CCOC(=O)c1ccc(NC(=S)NCc2ccco2)cc1	-0.1	-0.8	13.6	-0.6	-5.9	-7.0	-0.6	-0.8	0.1
32	CCCCN(CC)CCNC(=O)Cn1cc2c(n1)-c1c(oc(C(=O)N3CCCC3)c1C)CC2	-2.6	-0.9	19.6	-7.3	-19.8	-4.0	3.2	0.1	0.1
33	Cc1cnc(NC(=O)c2sc3ccccc3c2Cl)s1	-1.0	0.3	7.0	-7.7	8.8	-7.1	2.5	-3.8	-0.1
34	COc1ccccc1N1CCN(C(=O)c2cc3ccccc3[nH]2)CC1	5.8	18.1*	17.6	-2.8	-1.6	-24.8	1.9	-0.2	0.1
35	CCOc1cc(NC(=S)NCc2ccco2)c(OCC)cc1NC(C)=O	-0.7	-2.3	2.3	-5.5	3.5	-2.9	-0.7	-0.8	0.0
36	O=C(CSc1nc2ccccc2c(=O)n1Cc1ccco1)N1CCCC1	-2.6	3.2	9.0	-2.4	1.6	-19.5	1.9	-0.9	0.1
37	Cc1ccc(OCC(=O)N2CCCC(CCC(=O)N(C)CCc3ccccn3)C2)cc1 (stereo not given)	-1.7	2.5	14.6	1.6	0.3	-10.7	3.3	-1.7	0.0
38	CCOC(=O)c1c(C)[nH]c(C(=O)N/N=C/c2cc([N+](=O)[O-])ccc2O)c1C	6.0	1.5	4.4	0.5	-9.7	-7.5	1.7	-0.1	-0.2
39	O=C1NC2(CCN(Cc3ccccc3)CC2)Oc2ccccc21	-0.1	-2.9	-2.6	-0.3	6.5	2.4	1.4	1.9	-0.1
40	Cc1nc(Nc2nc(CSc3nc4ccccc4[nH]3)cc(=O)[nH]2)nc2ccccc12	4.5	-0.2	-23.1	15.0	-4.1	17.8	1.1	1.1	-0.3
41	COc1ccccc1N1CCN(C(=O)C(C)N(c2ccc(C)cc2)S(C)(=O)=O)CC1 (stereo not given)	0.0	-4.6	1.8	4.0	3.3	10.9	0.8	0.8	-0.1
42	NS(=O)(=O)c1ccc(CCNC(=O)c2ccccc2[N+](=O)[O-])cc1	0.1	2.5	7.3	-3.1	-4.0	3.0	1.8	0.8	0.2
43	Cn1c(=O)cc(OCC(=O)NCc2cccnc2)c2ccccc21	-1.3	-3.7	2.2	0.0	11.9	-11.8	1.2	-0.6	-0.1
44	COc1ccc(N2CC(C(=O)Nc3ccc(S(=O)(=O)Nc4nccs4)cc3)CC2=O)c(OC)c1 (stereo not given)	-1.1	x	12.3	x	x	6.6	-0.1	x	0.0
45	CC(C)(C)OC(=O)N1CC(O)CC1C(=O)OCC(=O)c1ccc(Cl)cc1 (stereo not given)	-3.4	1.9	11.7	1.3	-2.9	-0.1	2.0	-0.7	-0.1
46	C[C@@H]1OC(Nc2ccc(N=Nc3ccccc3)cc2)[C@H](O)[C@H](O)[C@H]1O (stereo not given in full)	-4.5	1.6	1.8	-4.1	-9.9	4.0	1.4	-2.8	-0.1
47	COc1ccccc1N1CCN(S(=O)(=O)c2c(C)[nH]c(=O)[nH]c2=O)CC1	-6.6	-1.3	0.5	-0.9	3.7	-7.1	-0.3	-0.2	0.0
48	CCOC(=O)c1c(-c2ccccc2)oc2ccc(OC(C)=O)cc12	0.6	-31.7	0.1	6.8	1.5	11.4	0.9	-2.6	0.0
49	CCOC(=O)C1(Cc2ccccc2C)CCCN(S(=O)(=O)c2cccnc2)C1 (stereo not given)	5.7	2.1	5.5	-3.2	-10.4	-17.7	0.5	-1.4	0.1
50	Cc1cc(C)n(CC(=O)NC2CCCc3c2cnn3-c2ccc(C)c(C)c2)n1 (stereo not given)	3.2	-3.9	-8.3	-0.1	2.8	-1.6	-0.4	-2.3	-0.1
51	COC(=O)c1cc2n(n1)CCN(Cc1ccccc1F)C2=O	-0.1	2.1	-7.9	-1.8	0.1	3.5	-0.1	-0.5	-0.1
52	Cc1ccc(Cn2c(=S)[nH]c3ccc(N4CCOCC4)cc3c2=O)o1	-0.4	-3.4	18.9	11.8	-14.4	-2.7	2.4	2.1	-0.1
53	O=c1ccc2ccccc2o1	-0.6	-2.7	-3.8	14.6	5.9	12.6	-0.4	-1.3	0.0
54	COC(=O)C(NC(=O)C(NC(=O)C1CCC(C)CC1)C(C)C)C(C)C (stereo not given)	-1.8	8.9	24.2	0.5	-16.6	3.9	1.1	0.1	0.6
55	O=C(c1cccc2nccnc12)N1CCCC(Nc2ccc(F)c(F)c2)C1 (stereo not given)	-2.6	-2.1	6.5	0.3	3.4	1.4	-1.2	-3.0	0.0
56	Cc1nc2ccccc2cc1C(=O)N/N=C/c1ccccc1[N+](=O)[O-]	-3.4	-1.4	0.0	1.8	-7.9	-4.5	2.2	-3.5	-0.1
57	O=C(Nc1nsc(-c2ccccc2)n1)c1ccc(F)cc1	-2.9	-2.6	9.8	2.6	-4.6	6.7	2.2	2.1	0.1
58	COc1cccc(NC(=O)CN(C)C(=O)CSC(=S)N2CCCC2)c1	-5.6	-1.9	1.0	-3.0	4.6	2.1	3.2	-3.4	-0.1
59	O=C(CCc1nc(-c2ccc(Cl)cc2)no1)NC1CCCCC1	-2.5	-1.3	7.9	11.6	4.5	19.9	1.0	-2.3	-0.1

The list is partial; count on the stated rates, not on these rows.
